Pf Dd2 growth: qHTS Primary assay for Inhibitors of Plasmodium falciparum Dd2 growth in vitro | P. falciparum Dd2 growth, SYBR Green, 72 h | Potency, µM (titrated, usually from 28.9 µM), without a hit: at the top dose activity, negative = inhibition, hits mostly inhibitors | 120,000 compounds, 4.3% hits | AID 1347417, 2020; active = well fitted inhibition curve with a large enough effect; inconclusive = small, poorly fitted or top-dose-only effect; inactive = no such curve, though single readings can be large or run the other way;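 also: plate controls were DMSO vehicle for no effect and reference drug for full effect; nearly all actives have a fitted effect of over 65% in size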
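Infected erythrocytes (Dd2, 0.3% parasitemia, 2.5% hematocrit final) are added to compound in RPMI-1640/Albumax II medium, grown 72 h at 37C in low oxygen, then lysed with saponin/Triton-X containing SYBR Green and read by fluorescence.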
Starred values were filed as active, the others as inactive; i = inactive; ? = inconclusive; [ ] = remark or other dose. Potency is read from the fitted curve at half-maximal effect. Some of the compounds tested, so the mix of outcomes need not match the whole.

SMILES	Pf Dd2 growth
CNC(=O)[C@@H]1CN(C(=O)Cc2ccsc2)C[C@H]1c1n[nH]c(C)n1	16%
COc1ccc(C)cc1NC(=O)C(=O)NCCc1csc2nc(-c3ccccc3F)nn12	16%
C=CCNC(=O)c1cccn2cncc12	?
Cc1ccc(-n2ncc3c(NCCCc4ccccc4)ncnc32)cc1	23%
CC(C)CNC(=O)NCC1Cn2cccc2C(=O)N1Cc1ccccc1 (configuration not stated)	?
CCCS(=O)(=O)N1CC(C(=O)NCCc2ccncc2)C2(CCOCC2)C1 (configuration not stated)	9%
Cc1ccc2c(c1)C(C[C@H]1CN(C(=O)C3CCCC3)CC[C@H]1CC(=O)O)=NCC2	2%[44.1 µM]
CC1CCN(c2nc3ccc(C(=O)NC(C)C)cc3s2)CC1	?
COc1ccc(CNC(=O)C[C@@H]2CCNC[C@@H]2Cc2cc(-c3ccc(OC)cc3)on2)cc1	-2%
COc1ccc(OC)c(CNC(=O)c2cccc3c2CCN3C(=O)c2ccc(F)cc2)c1	i
CCCCCn1cc2c(c1-c1ccc(Cl)cc1)c(=O)n(C)c(=O)n2C	?
COC(=O)c1ccc2c(c1)N(CC(=O)Nc1cccc(Cl)c1C)C(=O)c1ccccc1S2	-7%
COCCCn1c(C)cnc1CC1CCN(C(=O)Nc2ccc(C)c(C)c2)CC1	-20%
CN(C)CC1(O)CCC2(CCN(C(=O)C3(c4ccccc4)CC3)CC2)CC1	i
CCOc1ccc(CC(=O)N2[C@@H]3CC[C@H]2CC(NC(=O)c2cnc(C)cn2)C3)cc1 (some centres not stated)	i
O=C(c1cc(C2CC2)[nH]n1)N1CCC2(CCCN(CC3CCC3)C2=O)C1 (configuration not stated)	-8%
CC(=O)NC1(C)CCCN(Cc2cc(-c3cccc(C(F)(F)F)c3)cs2)C1 (configuration not stated)	?
O=C(c1ccco1)N1CCC(N2C(=O)C(OCC3CC3)C23CCOCC3)CC1 (configuration not stated)	-10%
CCC(C(=O)Nc1ccc2c(c1)CN(Cc1cc(F)cc(F)c1)C(=O)CO2)c1ccccc1 (configuration not stated)	6.3µM*
CCOc1ccccc1CN1C[C@@H]2C(=O)N(CCN3CCc4ccccc4C3)C(=O)[C@@H]2C1	?
COc1cc(OC)cc(C(=O)NCC2CCCN(Cc3cnn(C)c3C)C2)c1 (configuration not stated)	-12%
Cc1noc(C)c1-c1cc(-c2ccc([S+](C)(=O)[O-])cc2)cn2cncc12	?
CN(CCc1ccccn1)C(=O)c1cn(CCN2CCNCC2)nn1	1%
O=[S+]([O-])(c1ccccc1)N1CCCC2(CC(c3cccnc3)=NO2)C1 (configuration not stated)	0%
Cc1cccc(N2C(=O)C(CC(=O)Nc3ccccc3)N(C3CCCCC3)C2=O)c1 (configuration not stated)	i
New compounds follow.
SMILES	Pf Dd2 growth
Cn1cccc1CN1CCC2(CC1)COc1ccccc1[S+](=O)([O-])N2	-4%
COCCN1CC(CO)C2(CCN(C(=O)COc3cccc(C)c3)CC2)C1 (configuration not stated)	i
Cc1cccc(N2CCN(c3c4c(nc5nncn35)CCC4)CC2)c1C	34%[activator]
CN1C(=O)COC[C@@H]1[C@H](O)c1ccc(NC(=O)c2cnccn2)cc1	-16%[44.1 µM]
Cc1ccc(NC(=O)CCCN2C(=O)COc3ccc(C)cc32)c(Cl)c1	i
Cc1ccc(OCC(=O)N2CC[C@@](O)(C3CCOCC3)[C@H](C)C2)cc1	-17%
CCOC(=O)c1ccc(NC(=O)CSc2ccc(-c3ccccn3)nn2)cc1	i
Cc1c(C(F)(F)F)nc(-c2ccc(CN3CCNCC3)cc2)[nH]c1=O	-23%
Cc1cc(F)ccc1NC(=O)Cn1nc(N2CCN(c3ccccc3)CC2)ccc1=O	9%
CCOC(=O)C(CC)n1nnc2sc(-c3ccccc3)cc2c1=O (configuration not stated)	-8%
COc1ccccc1/C=C/c1nc(C#N)c(NC(C)c2ccccc2)o1 (configuration not stated)	4.5µM*
CN1CCC(NC[C@H]2COCc3nc4cc(F)ccc4n32)CC1	?
O=C1[C@H]2CN(Cc3ccc(OC(F)(F)F)cc3)C[C@H]2C(=O)N1Cc1ccc2c(c1)OCO2	-17%
COc1cc(OC)c(NC(=O)C(C)n2c(=O)cc(-c3ccccc3)c3c(C)nn(C)c32)cc1Cl (configuration not stated)	10µM*
CC(C)N1CC[C@H](c2nc3ccc(C#N)cc3[nH]2)C1	-16%[44.1 µM]
CC(C)(C)CNc1cc(Cl)nc2ccnn12	-15%[44.1 µM]
CC(Oc1ccc(F)cc1)C(=O)NCC1(N(C)C)CCCCC1 (configuration not stated)	?
OCC1CN(Cc2ccc(Br)cc2)CC12CCNCC2 (configuration not stated)	-14%
CCNC(=O)Nc1ccc([C@@H](O)[C@H]2COCC(=O)N2CCOCC)cc1	34%[activator][44.1 µM]
c1ccc(OCCCn2cc(-c3cncnc3)nn2)cc1	-9%
CCc1ccc(C(=O)N2CCC(Cc3nc(-c4cnccn4)no3)CC2)cc1	i
O=C(Nc1cc(Cl)cc(Cl)c1)c1ccc(F)c(S(=O)(=O)N2CCc3ccccc32)c1	8.9µM*
COc1cccc(-c2cc(C(=O)NCc3cc(C)on3)c3c(c2)N(C)CCO3)c1OC	i
CC(C)C[C@@H]1N[C@H](C(=O)NCCN2CCCC2)Cc2c[nH]c3cccc1c23	?
Cc1nc2ccn(Cc3ccccc3)c(=O)c2cc1C(=O)N1CCN(c2ccc(F)cc2)CC1	-22%
Continued:
SMILES	Pf Dd2 growth
CC(=O)N[C@@H]1CCNC[C@@H]1c1nc(-c2ccccc2)no1	i
Cn1nnc2c(NCc3ccc(Cl)cc3)ncnc21	i
COCCC(=O)N[C@H]1CC[C@]2(C)CC[C@@H](C(C)C(=O)NC3CCCCC3)[C@H](O)[C@H]2[C@@H]1C (some centres not stated)	i
O=S(=O)(NCC(c1ccco1)N1CCN(c2ccc(F)cc2)CC1)c1cc(F)ccc1F (configuration not stated)	?
CCCS(=O)(=O)N1CCC(C2CCNC2)CC1 (configuration not stated)	20%
COc1ccc(-c2noc([C@@H]3C[C@@H](O)CN3C3CCCCC3)n2)cc1	i
COc1ccc(CN2CC(c3ncc4c(-c5ccccc5)nccn34)C2)cc1O	?
CCc1ccc(NC(=O)CN2C(=O)C(c3ccc(C)cc3)=NC23CCCCC3)cc1	i
Cc1nnc(N2CCN(c3ccccc3F)CC2)c2c1nnn2Cc1ccccc1Cl	-5%
O=C(C[C@@H]1CCNC[C@@H]1Cc1cc(-c2ccc(F)cc2)on1)NCc1ccccc1	?
Cn1ncc(N2CCCC(CC(=O)NCCc3cccnc3)C2)cc1=O (configuration not stated)	14%
COc1ccccc1NC(=O)Cn1nc2n(c1=O)CCCCC2	-23%
O=C(Cc1ccccc1F)NCCC1CCN(C(=O)Nc2cc(F)ccc2F)CC1	i
c1ccc(CN2CCNc3cnc(-c4ccc(N5CCOCC5)cc4)cc3C2)cc1	i
CC(=O)N1CCCc2cc(S(=O)(=O)N3CCN(c4ccccc4F)CC3)ccc21	0%
COc1ccccc1NC(=O)c1oc2ccccc2c1NC(=O)c1ccccc1C(F)(F)F	?
COc1cccc2c1OCCCN(C(=O)c1cn(C/C=C/c3ccccc3)nn1)C2	i
COc1ccc(N(C)C(=O)c2ccc3c(c2)N(S(C)(=O)=O)CC3)cc1	-15%
CS(=O)(=O)N1CCC(C2CCN(C(=O)Cc3cccs3)C2)CC1 (configuration not stated)	6%
Cc1ccccc1N1Cc2c(ncnc2N2CCC(O)CC2)N(C)CC1=O	-2%
COc1ccc(CN2CCc3nc(C(=O)NCc4cccc(F)c4)oc3CC2)cc1	-3%[44.1 µM]
CC1CCN(C(=O)Cn2ccn3nc(-c4ccc(F)cc4)c(CO)c3c2=O)CC1	i
CN1CC(c2ccccc2)CC2(CCN(C(=O)CCN3CCCC3=O)CC2)C1 (configuration not stated)	-12%
CN1CCC(N2CC[C@H](c3nnc(-c4cccnc4)o3)C2)CC1	-5%[44.1 µM]
COC[C@H]1C[C@@H](NC(=O)c2c(-c3ccccc3)noc2C)[C@H](O)[C@@H]1O	27%[44.1 µM]

Exported with bars between the fields: entries from further up.
Compound | Pf Dd2 growth
O=C(Cc1ccccc1F)NCCC1CCN(C(=O)Nc2cc(F)ccc2F)CC1 | i
COc1ccc(CN2CC(c3ncc4c(-c5ccccc5)nccn34)C2)cc1O | ?
COc1ccccc1NC(=O)Cn1nc2n(c1=O)CCCCC2 | -23%
COc1ccc(N(C)C(=O)c2ccc3c(c2)N(S(C)(=O)=O)CC3)cc1 | -15%

Three structures already listed, arranged by SMILES length, descending.
SMILES	Pf Dd2 growth
O=S(=O)(NCC(c1ccco1)N1CCN(c2ccc(F)cc2)CC1)c1cc(F)ccc1F (configuration not stated)	?
CCc1ccc(NC(=O)CN2C(=O)C(c3ccc(C)cc3)=NC23CCCCC3)cc1	i
CC(=O)N1CCCc2cc(S(=O)(=O)N3CCN(c4ccccc4F)CC3)ccc21	0%

More structures follow.
SMILES	Pf Dd2 growth
CCCc1ccc(CN2CCCC(CCOC)(C(=O)O)C2)o1 (configuration not stated)	-3%
O=C(Cc1c[nH]c2ncc(-c3cccc(CO)c3)cc12)N1CCOCC1	1%[44.1 µM]
CS(=O)(=O)c1ccccc1-c1nnc(NC(=O)c2ccc3c(c2)OCCO3)o1	i
Cc1ccc2occ(CC(=O)N(Cc3ccc(N(C)C)cc3)C3CCS(=O)(=O)C3)c2c1 (configuration not stated)	-25%
COCCN1C(=O)CS(=O)(=O)C12CCNCC2	37%[activator]
CN(C)Cc1cc(C[C@@H]2C[C@H](NC(=O)Nc3ccccc3)C2(C)C)no1	?
O=C(NCc1ccncc1)C1CN(C(=O)c2ccc(F)cc2)CC12CCOCC2 (configuration not stated)	0%
COc1cc(=O)n2c(c1C(=O)N1CCN(c3ccccc3C)CC1)CCCC2	-9%
Cc1ccc(NC(=O)Cn2c(=O)n(Cc3ccco3)c(=O)c3sc4ccccc4c32)c(C)c1	43%[activator]
COCCNC(=O)CSc1nc2cc3c(cc2c(=O)n1CCCCCC(=O)NCc1ccc(OC)cc1)OCO3	0%
CC1CCc2nc(NC(=O)Cc3ccc(Cl)cc3)sc2C1 (configuration not stated)	84%[activator]
COc1cc(NC(=O)CSc2nc3nc(C)c(Cc4ccccc4)c(C)n3n2)cc(OC)c1OC	-20%
c1cc(-c2cnn(CCN3CCOCC3)c2)ccc1OCCN1CCCC1	0%
Cc1cc(=O)n(CC(=O)Nc2ccc(C)c(Cl)c2)c(N2CCc3ccccc3C2)n1	i
COc1ccc(NC(=O)Cn2cc(S(=O)(=O)N3CCC(C)CC3)c3ccccc3c2=O)cc1Cl	-17%
CCCOc1ccccc1C1C(C(=O)Nc2ccccc2)=C(C)Nc2nnnn21 (configuration not stated)	83%[activator]
N#Cc1ccc(CN2CCCC3(C2)NC(=O)c2ccccc2O3)cc1 (configuration not stated)	?
CC(C)N1C[C@H](O)C[C@H]1c1nnc2n1CCN(C(=O)CCc1c[nH]c3ccccc13)CC2	-20%
CC(C)C[C@@H]1N[C@H](C(=O)NCc2ccco2)Cc2cn(Cc3nccn3C)c3cccc1c23	-16%
COc1ccc(-c2noc([C@@H]3C[C@H](NCc4ccc(F)cc4)CN3C)n2)cc1	-14%[44.1 µM]
O=C(c1ccccn1)N1CCC2(CNc3ccccc3[S+](=O)([O-])N2)C1 (configuration not stated)	-3%
CCn1cc(C(=O)NCCc2ccccc2)c(=O)c2cc(S(=O)(=O)N3CCOCC3)ccc21	-7%
COC(=O)CNC(=O)C1c2ccccc2C(=O)N(CC(C)C)C12CCCCC2 (configuration not stated)	-7%
Cc1nn(C)c2c1c(-c1ccccc1)cc(=O)n2Cc1ccccc1C#N	?
CCOc1cccc(CN2C[C@@H](CO)[C@H](C3CCN(C(C)=O)CC3)C2)c1	-11%
(continued)
SMILES	Pf Dd2 growth
CCN1c2cc(C(=O)Nc3cccc(C#N)c3)ccc2C(=O)N2CCCCC21 (configuration not stated)	0%
COc1ccccc1N1CCN(C(=O)c2nn(-c3ccc(C)cc3)c(=O)n(C)c2=O)CC1	-13%
COCCNC(=O)[C@H]1C[C@H](Oc2cccnc2)CN1C(=O)c1ccccc1	-2%
CCOc1ccc(C(=O)N2CCC[C@H]2c2nc(-c3ccccc3)no2)cc1OCC	i
O=C(c1ncn[nH]1)N1C[C@@H](COCC2CC2)[C@H](c2ccccn2)C1	12%
CCCN(C)c1nccnc1OC1CCN(C(=O)C2CC2)C1 (configuration not stated)	?
COCCNC(=O)c1coc(COc2ccc3c(c2)C(c2ccc(F)cc2)N(C(=O)C(C)C)CC3)n1 (configuration not stated)	?
COC(=O)CNC(=O)c1cc(-c2ccccc2OC)c2cnn(C)c2n1	14%
Cc1noc2c(NCCc3ccccn3)cc(-c3ccccc3)nc12	i
Cc1noc(-c2cccc(F)c2)c1C(=O)NCCSCc1ccccc1	i
Clc1ccc(-c2cnc3n2C[C@H](CNCc2ccc4c(c2)OCO4)OC3)cc1	?
O=C(c1ccccc1F)N1CCC(n2c(=O)[nH]c3ccccc32)CC1	-28%[44.1 µM]
COCCn1c(=O)c2c(n1Cc1ccccc1)CN(C(=O)COc1ccccc1)CC2	i

Reformatted as labelled records: 3 of the compounds above.
> COCCNC(=O)[C@H]1C[C@H](Oc2cccnc2)CN1C(=O)c1ccccc1
  Pf Dd2 growth = -2%

> CCOc1ccc(C(=O)N2CCC[C@H]2c2nc(-c3ccccc3)no2)cc1OCC
  Pf Dd2 growth = i

> O=C(c1ncn[nH]1)N1C[C@@H](COCC2CC2)[C@H](c2ccccn2)C1
  Pf Dd2 growth = 12%

Bioassay records from PubChem BioAssay.
